RSV antiviral HEp-2 – inhibition of RSV-induced cytopathic effect – HEp-2 cells, primary 10 µM value included (AID 2391) | HEp-2 cells, RSV-induced CPE inhibition; higher % means a stronger effect | one-dose CPE inhibition, % at 10 µM; IC50 in µM for titrated hits | 310,000 tested, 0.13% active; in the data active means a potency from the dose series; inconclusive means CPE inhibition mostly from about 23% at the one dose, without a potency; inactive means the rest, 99 in 100 with CPE inhibition below about 21%; further: strong numbers were not always called active
TNAP activators – stimulation of alkaline phosphatase TNAP activity – biochemical, luminescent, no phosphate acceptor, uHTS, primary screen (AID 1001). purified TNAP, luminescent activation assay, no phosphate acceptor; higher activation fold means a stronger effect. one-dose activation fold at 20 µM; EC50 in µM for titrated hits. 200,000 tested, 0.03% active; in the data active means activation fold from about 3, or a potency from the dose series; inactive means the rest, 99 in 100 with activation fold below about 1.6; further: many of its hits are not listed in these tables
T cell modulator – modulates CD8 T cell binding to vesicles. 330,000 tested, 0.068% active. 2C CD8+ T cell-vesicle binding, flow cytometry; hits give low values. calls only at 7 µM. AID 2052;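 active means response, share of CD8 T cells binding vesicles, and their 90th percentile fluorescence all below set limits, cut at about 80% in these data, passing the limit was not always enough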
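material = purified 2C TCR transgenic mouse naive CD8+ T cells | controls = Unloaded micro-vesicles (low), QL9 vesicles with 0.7% DMSO (high) | detection = cytometric PE anti-B7-1 and Alexa647 anti-CD8 signals after 1% paraformaldehyde fixation | incubation = binding step 1.5 h, 37 °C, antibody labelling 20 min, ice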
SV40 large T antigen – SV40 large T antigen inhibitors, biochemical (AID 1903); 310,000 tested, 0.39% active; SV40 large T antigen ATPase/helicase inhibition assay; higher % means a stronger effect; inhibition, % at 20 µM, or IC50 in µM where a hit was titrated; in the data active means a potency from the dose series; inconclusive means inhibition mostly from about 32% at the one dose, without a potency; inactive means the rest, 99 in 100 with inhibition below about 32%; further: strong numbers were not always called active
K1F lysis inhibition – protection from phage-mediated lysis, alamar blue read-out – E. coli UTI89, K1F phage, bacterial capsule biogenesis inhibitors (AID 488966); E. coli UTI89 K1F phage lysis, alamar blue, 2 h; higher % means a stronger effect; inhibition, % at 100 µM, or IC50 in µM where a hit was titrated; 340,000 tested, 0.02% active;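 active means phage lysis inhibition, versus mean bacterial control, above a set limit; inconclusive means no clear call, values can overlap the other calls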;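 further: capsule biogenesis inhibitors block K1F phage lysis so surviving cells raise fluorescence; higher fluorescence means more inhibition of phage lysis; actives were called in the ten point dose series up to 300 µM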
Myeloid diff MLP – promotes myeloid progenitor differentiation | ER-HoxA9 myeloid progenitors, lysozyme-GFP differentiation, flow cytometry | calls only at 10 µM | 360,000 tested, 1% active;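 active means normalized GFP-positive differentiation at or above the plate's own cutoff, the solvent-only control mean plus 3 SD; inconclusive means no clear call, values can overlap the other calls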;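 further: cells exposed to compound for four days before flow analysis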
Rac1 GTP hydrolysis – MgcRacGAP GTPase-activating activity inhibitors, confirmation, biochemical, ADP Hunter fluorescence | MgcRacGAP-stimulated Rac1 GTP hydrolysis, ADP Hunter fluorescence; higher % means a stronger effect; GST-tagged Rac1 F28L mutant substrate | one-dose inhibition, % at 30 µM; IC50 in µM for titrated hits | 340,000 tested, 0.6% active;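 active means first-screen hits whose inhibition reached a set limit at any dose in the follow-up dose series; inconclusive means inhibition above the set first-screen limit but never retested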;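 further: fluorescence reports GDP produced by GAP-driven GTP hydrolysis; strong numbers were not always called active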
NTR1 ag – NTR1-driven beta-arrestin-GFP spot formation – imaging, U2OS cells, high content, primary screen (AID 493036); 330,000 tested, 0.17% active; agonist mode; activation, % at 20 µM; P30989;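 active means activation at or above 40% of the spot to cytoplasm intensity ratio, with at least 20 cells analyzed; inconclusive means wells under 20 cells, flagged as cytotoxic or low count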;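 further: 0% = DMSO without peptide and 100% = 100 nM NTR1 peptide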
Target sequence (P30989 whole entry, looked up): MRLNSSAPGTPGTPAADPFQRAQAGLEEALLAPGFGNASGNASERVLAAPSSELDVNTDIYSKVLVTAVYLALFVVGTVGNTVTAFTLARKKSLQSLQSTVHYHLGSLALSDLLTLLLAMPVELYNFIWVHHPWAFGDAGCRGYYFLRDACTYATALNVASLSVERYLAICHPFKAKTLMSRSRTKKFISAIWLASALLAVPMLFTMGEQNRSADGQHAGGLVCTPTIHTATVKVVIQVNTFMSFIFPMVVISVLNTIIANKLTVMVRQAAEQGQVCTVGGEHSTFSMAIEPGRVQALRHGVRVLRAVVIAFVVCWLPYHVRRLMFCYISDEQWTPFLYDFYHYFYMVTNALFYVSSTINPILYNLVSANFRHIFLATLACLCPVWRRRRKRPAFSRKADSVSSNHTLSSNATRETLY
PhoP inhibition – PhoP-dependent GFP reporter repression – Salmonella Typhimurium, primary screen (AID 1863); inhibition, % at 50 µM, or IC50 in µM where a hit was titrated; 300,000 tested, 0.16% active; S. Typhimurium PhoP-regulated promoter GFP reporter, 4 h; higher % means a stronger effect;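 active means inhibition over 29.93%, a cutoff 3 SD above the screen mean, later confirmed by dose response; inconclusive means inhibition over 29.93% but no dose response follow-up; inactive means inhibition at most 29.93% or unconfirmed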;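 further: 0% = low Mg2+ inducing control and 100% = high Mg2+ repressing control; strong numbers were not always called active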
T cell modulator vesicle-bound % – recorded beside T cell modulator, whose call it bears; double positive events, %; measured here: CD8+ vesicle-bound cell fraction;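 binding gate set so that unloaded-vesicle control wells show 10% double positive cells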
NTR1 ag cell count 20 µM – also measured in NTR1 ag; calls as there; cell count; measured here: cell count, cytotoxicity flag
Myeloid diff MLP GFP+ MAC1+ % – recorded beside Myeloid diff MLP, whose call it bears; GFP+ MAC1+ double positive, %; measured here: differentiation confirmed by MAC1 staining
Active calls of the source: *; i = inactive; ? = inconclusive; . = not tested or not shown; [ ] = dose if it differs, or a comment.

SMILES	RSV antiviral HEp-2	TNAP activators	T cell modulator	T cell modulator vesicle-bound %	SV40 large T antigen	K1F lysis inhibition	Myeloid diff MLP	Myeloid diff MLP GFP+ MAC1+ %	Rac1 GTP hydrolysis	NTR1 ag	NTR1 ag cell count 20 µM	PhoP inhibition
O=C(Nc1ccccc1)c1ccccc1NC(=O)c1ccccc1C(=O)O	0.7%	.	i	60	9%	.	i	0.4	.	-0.6	26	.
O=C(NCCc1ccccc1)/C(=C/c1ccco1)c1ccccc1	6.2%	0.9	i	40	-5%	4.1%	i	0.9	7%	4.4	45	-10%
COc1cc(C(C)=O)ccc1OCc1cc(C(=O)N2CCSCC2)no1	2.1%	.	i	23	6%	1.9%[50 µM]	i	1.1	10%	1.0	54	-7%
C/C=C/C=C\C(=O)Nc1cccc(C2=NOC3(C2)C[C@@H](C(N)=O)N(C(=O)/C(C)=C/C)C3)c1 (some centres undefined)	1.1%	.	i	38	18%	1.3%	i	1.7	8%	0.9	45	1%
CCOC(=O)c1sc(NC(=O)CCN2C(=O)c3cccc([N+](=O)[O-])c3C2=O)c(C(=O)OCC)c1C	-1.1%	1	i	16	9%	0.2%	i	7.7	0%	1.0	68	4%
Cc1ccc(C(=O)NNC(=O)COC(=O)COc2ccccc2C#N)cc1	0.7%	.	i	21	.	0.9%[50 µM]	i	0.9	6%	-3.2	52	.
CCOc1ccc(CNC(=O)CCc2cn(C)c3ccccc23)cc1	1.2%	.	i	34	10%	-0.1%	i	0.5	-1%	1.2	88	-7%
CC(NC(=O)COC(=O)c1ccc(CO)cc1)C1CC2CCC1C2 (centres undefined)	3.5%	.	i	49	.	1.1%[50 µM]	i	0.8	8%	4.5	94	.
COc1cccc(NC(=O)NCCN2CCCCC2)c1	1.8%	.	i	58	4%	0.1%	i	0.3	4%	-0.8	63	0%
O=C(CSc1ncnc2sc3c(c12)CCC3)NCC1CCCO1 (centres undefined)	1.8%	.	i	18	3%	1.1%[50 µM]	i	1.5	7%	-0.3	52	9%
O=C(COC(=O)c1cnccn1)c1ccc2c(c1)CCCC2	0.1%	1	i	35	17%	0.8%	i	1.0	6%	-4.1	96	-3%
O=C(CCCN1C(=O)c2ccccc2C1=O)Nc1cccnc1	0.3%	1	i	49	5%	0.3%	i	6.1	-5%	2.6	45	0%
CCOc1ccc2ccccc2c1/C=N/NC(=O)CNC(=O)c1ccccc1O	5.4%	.	i	22	11%	0.1%	i	1.6	3%	2.6	53	-3%
Cc1oc(-c2ccccc2)cc1C(=O)Nc1cccc2ccccc12	7.2%	1.1	i	39	17%	0.7%	i	0.0	8%	2.7	61	-10%
Cc1ccccc1OCC(=O)NNC(=O)CN1C(=O)c2ccccc2C1=O	2.3%	0.9	i	43	20%	5.6%	i	0.6	5%	1.4	42	-5%
CC1=CC(C2CC(=O)N(c3ccc(C)cc3)C2=O)CC2C(=O)N(c3ccc(C)cc3)C(=O)C12 (centres undefined)	0.7%	1	i	32	22%	5.5%	i	1.3	2%	0.5	63	-2%
O=[N+]([O-])c1cc(S(=O)(=O)C(F)(F)F)ccc1Sc1nc2ccccc2[nH]1	-3.6%	1.1	i	58	5%	0.7%	?	.	3%	10	41	8%
Cc1ccccc1-n1c(SCC(=O)Nc2cccc3ccccc23)nc(O)cc1=O	2.0%	.	i	25	17%	0.4%	i	2.1	6%	0.2	59	-3%
Cc1ccc(NC(=O)COc2cccc(-n3cnnn3)c2)cc1[N+](=O)[O-]	3.6%	.	i	17	1%	0.1%	?	.	7%	0.8	55	1%
CCOC(=O)c1ccc(NC(=O)c2nc[nH]c2C(=O)N[C@H](C)c2ccccc2)cc1	5.5%	.	i	35	14%	0.6%	i	1.7	4%	39	91	-1%

4 of these compounds, set out differently.
Every second line gives: RSV antiviral HEp-2, TNAP activators, T cell modulator, T cell modulator vesicle-bound %, SV40 large T antigen, K1F lysis inhibition, Myeloid diff MLP, Myeloid diff MLP GFP+ MAC1+ %, Rac1 GTP hydrolysis, NTR1 ag, NTR1 ag cell count 20 µM, PhoP inhibition
O=[N+]([O-])c1cc(S(=O)(=O)C(F)(F)F)ccc1Sc1nc2ccccc2[nH]1
 : -3.6%, 1.1, i, 58, 5%, 0.7%, ?, ., 3%, 10, 41, 8%
Cc1ccccc1-n1c(SCC(=O)Nc2cccc3ccccc23)nc(O)cc1=O
 : 2.0%, ., i, 25, 17%, 0.4%, i, 2.1, 6%, 0.2, 59, -3%
Cc1ccc(NC(=O)COc2cccc(-n3cnnn3)c2)cc1[N+](=O)[O-]
 : 3.6%, ., i, 17, 1%, 0.1%, ?, ., 7%, 0.8, 55, 1%
CCOC(=O)c1ccc(NC(=O)c2nc[nH]c2C(=O)N[C@H](C)c2ccccc2)cc1
 : 5.5%, ., i, 35, 14%, 0.6%, i, 1.7, 4%, 39, 91, -1%

More compounds follow:
SMILES	RSV antiviral HEp-2	TNAP activators	T cell modulator	T cell modulator vesicle-bound %	SV40 large T antigen	K1F lysis inhibition	Myeloid diff MLP	Myeloid diff MLP GFP+ MAC1+ %	Rac1 GTP hydrolysis	NTR1 ag	NTR1 ag cell count 20 µM	PhoP inhibition
CC(OC(=O)Cc1coc2cc3c(cc12)CCC3)C(=O)NCc1ccc2c(c1)OCO2 (centres undefined)	0.8%	1.1	i	63	23%	0.6%	i	0.9	3%	4.7	52	24%
CCCOc1cccc(C(=O)NC(=S)Nc2cccc(NC(=O)c3ccccc3Cl)c2)c1	4.0%	1.2	i	49	9%	3.3%	i	0.7	9%	0.9	43	-9%
CCC(C)NC(=O)c1ccccc1SC (centres undefined)	1.3%	1.1	i	21	12%	-0.7%	i	0.4	-11%	-0.2	38	2%
CSc1cccc(NC(=O)C2C3C=CC4(O3)C2C(=O)N(CCCN2CCOCC2)C4C(=O)NC2CCCCC2)c1 (centres undefined)	1.5%	.	i	40	4%	0.4%	i	2.9	6%	0.2	36	-4%
O=C(Cc1ccccc1F)Nc1nc(-c2cccs2)cs1	12%	1.1	i	45	5%	0.0%	i	2.0	4%	0.2	74	-2%
O=C(Nc1cccc(-c2cc3ccccc3oc2=O)c1)c1ccc(Br)o1	3.8%	1	i	28	6%	0.9%	i	0.8	12%	3.8	30	-4%
CC(OC(=O)c1nccnc1N)C(=O)Nc1ccc(S(=O)(=O)N2CCCC2)cc1 (centres undefined)	-1.1%	.	i	38	-2%	1.0%[50 µM]	i	0.7	6%	1.0	59	4%
CN(C)N1C(N)=C(C#N)C(c2cccnc2)C2=C1CCCC2=O (centres undefined)	1.6%	0.9	i	9	23%	0.6%[50 µM]	i	3.5	-8%	3.8	44	4%
Cc1ccc2nc(-c3ccc(NC(=O)Cc4cccs4)cc3)[nH]c2c1	4.0%	1.1	i	42	11%	0.5%	i	2.5	5%	0.7	50	1%
CCn1nnc2c(=O)oc3ccccc3c21	2.8%	1.1	i	53	-5%	-0.1%	i	0.3	-6%	3.6	38	-2%
CC(C)c1ccc(OC(=O)c2ccc3c(=O)n4c(nc3c2)CCC4)cc1	0.4%	.	i	48	24%	0.1%[50 µM]	i	0.7	6%	9.4	50	-1%
O=C1CC2(CCCC2)Oc2ccccc21	-0.3%	.	.	.	8%	1.4%	i	0.5	11%	-0.4	62	.
Nc1nc(-c2ccc(Br)cc2)cc(C(F)(F)F)n1	6.1%	1	i	55	2%	0.4%	i	0.5	4%	-2.3	79	-2%
Cc1cc(C)cc(N(CCC#N)C(=O)COC(=O)c2ccccc2SCC(=O)N2CCCC2)c1	1.4%	.	i	3	-15%	0.4%[50 µM]	i	0.6	12%	-1.3	45	-6%
c1ccc(CN2CCN(c3ncnc4c3[nH]c3ccccc34)CC2)cc1	-0.4%	1.1	i	39	9%	-0.6%	i	0.7	20%	20	58	17%
Cc1c(Cl)cccc1NC(=O)CSc1nc2c(c(=O)[nH]1)CCCC2	2.4%	1	i	6	1%	.	.	.	.	-2.0	62	-8%
COc1ccc(CN(Cc2ccccn2)C(=O)CN2C(=O)C(C)Oc3ccccc32)cc1 (centres undefined)	-0.4%	1.1	i	37	2%	-1.2%	i	3.4	9%	2.4	81	-1%
O=C(C1=C(O)C(=O)N(Cc2ccco2)C1c1cccc([N+](=O)[O-])c1)c1ccco1 (centres undefined)	-0.1%	.	i	10	9%	-0.1%	i	1.4	7%	0.1	51	-4%
CN(Cc1ccc(C(C)(C)C)cc1)C(=O)C1CCN(C(=O)Nc2ccccc2)CC1	-0.8%	.	i	41	-6%	-1.0%[50 µM]	i	0.5	3%	1.3	59	-11%
Cc1ncoc1C(=O)NCc1ccccc1Cl	.	1.1	i	23	5%	-0.3%	i	6.1	10%	0.7	77	3%
O=C(CSCc1cccc(CSCC(=O)Nc2ccc3ccccc3c2)n1)Nc1ccc2ccccc2c1	13%	1.4	i	58	-8%	-0.3%	i	0.5	13%	2.8	37	37%
CCOc1ccc(S(=O)(=O)NCCc2ccccn2)cc1	.	.	i	49	.	0.7%	i	1.3	2%	-0.7	50	.
COc1ccc(S(=O)(=O)N2CCCCCC2)cc1N(C)S(=O)(=O)c1ccc(Cl)cc1	3.6%	1	i	23	7%	0.3%[50 µM]	i	10	7%	1.0	46	8%
Cc1ccc2occ(/C=C/C(=O)O)c(=O)c2c1	2.4%	1.1	i	40	14%	0.3%	i	0.2	10%	-0.5	54	-9%
COc1ccc(-c2cc(C3CC3)nc(SCC(=O)c3cccs3)c2C#N)cc1	2.2%	1.2	i	54	-77%	1.5%	i	0.8	5%	1.8	40	5%
O=C(NCc1ccc(F)cc1Cl)C1CC(=O)N(C2CCCCCCC2)C1 (centres undefined)	0.9%	.	i	17	11%	0.2%	i	1.0	13%	-0.7	73	-1%
C[C@H]1CN=C(Nc2ccccc2)N1CCC1CCCC1	-1.7%	.	i	16	-5%	0.6%	i	0.3	9%	3.2	93	8%
O=[N+]([O-])c1ccc(Cc2ccccn2)c([N+](=O)[O-])c1	2.6%	.	i	26	6%	-1.8%	i	0.2	12%	19	43	.
CN(C)S(=O)(=O)c1cccc(-c2nnc(-c3ccccc3)o2)c1	0.8%	1.1	i	9	0%	-0.6%	i	5.5	6%	2.4	60	1%

Compound activity as filed in PubChem.
